High-throughput results as filed in PubChem BioAssay.
Shiga toxin inh: A qHTS for Small Molecule Inhibitors of Shiga Toxin | Vero cells, Shiga toxin protein synthesis inhibition reporter | inhibition, % at 38.7 µM | hit rate 9.2% among 290,000 | AID 2315, 2010; in the data active = inhibition mostly above about 28%, no sharp cut-off; inactive = mostly below about 43%; also: 0% is about no effect
Cycloheximide cs: Cycloheximide Counterscreen for Small Molecule Inhibitors of Shiga Toxin | cell reporter, cycloheximide protein synthesis inhibition counterscreen | max response, % | hit rate 12% among 300,000 | AID 2314, 2010; in the data active = max response mostly above about 13%, no sharp cut-off; inactive = mostly below about 14%; also: read at 38.3 µM for the half of the compounds with a filed dose; 0% is about no effect
Giardia FBPA inh: qHTS Assay for Inhibitors of Fructose-1,6-bisphosphate Aldolase from Giardia Lamblia. A8B2U2. purified Giardia FBPA. Potency, µM (titrated, usually from 59.6 µM), inactives show at the top dose activity, negative = inhibition, actives largely listed as inhibitors. hit rate 0.71% among 290,000. AID 2451, 2010; also: potency is read from the fitted curve at half-maximal effect; % is scaled to controls: 0 for no effect and ±100 for the full control effect; nearly all actives have a fitted effect of over 55% in size
Target sequence (A8B2U2 whole entry, looked up): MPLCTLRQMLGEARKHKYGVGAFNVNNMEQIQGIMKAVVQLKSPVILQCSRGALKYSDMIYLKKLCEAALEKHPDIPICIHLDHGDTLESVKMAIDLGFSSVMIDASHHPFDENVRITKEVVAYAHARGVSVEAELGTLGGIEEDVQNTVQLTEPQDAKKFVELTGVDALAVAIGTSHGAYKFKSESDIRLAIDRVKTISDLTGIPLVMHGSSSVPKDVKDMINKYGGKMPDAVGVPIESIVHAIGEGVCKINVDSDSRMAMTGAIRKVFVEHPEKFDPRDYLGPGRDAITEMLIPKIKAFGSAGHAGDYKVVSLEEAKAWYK
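Giardia FBPA (40 nM reagent) was preincubated 10 min at RT with compound (up to 57.5 uM final), then substrate plus GAPDH/TPI/NAD/arsenate coupling system with diaphorase/resazurin was added; resorufin fluorescence (525/598 nm) was read after 20 min.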
AMA1-RON2 inh: qHTS for Inhibitors of AMA1-RON; Towards Development of Antimalarial Drug Lead: Primary Screen | Plasmodium falciparum AMA1 (3D7) - RON2 peptide interaction | AlphaScreen AMA1-biotinylated RON2 peptide binding | Potency, µM (titrated, usually from 58.2 µM), without a hit: at the top dose activity change, negative = inhibition, usual class: inhibitors | hit rate 0.2% among 360,000 | AID 720542, 2013;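 also: potency is read from the fitted curve at half-maximal effect; 0% = vehicle wells and -100% = peptide control; nearly all actives have a fitted effect of over 45% in size; some results filed as inactive show a strong effect at the top dose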
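AMA1 (3D7) with his tag at 25 nM final met compounds first, then biotinylated RON2 peptide at 25 nM; detection used donor plus acceptor beads, 10 µg/mL apiece, read by AlphaScreen after 30 min at room temperature.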
AmpC detergent: qHTS Inhibitors of AmpC Beta-Lactamase (assay with detergent). Potency, µM (top dose mostly 114 µM), without a hit: at the top dose activity change, negative = inhibition, hits mostly inhibitors. AmpC hydrolysis of nitrocefin, absorbance 480 nm, 0.01% Triton. P00811. AID 485294, 2010. hit rate 0.041% among 370,000;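 also: potency is read from the fitted curve at half-maximal effect; 0% = no-compound wells and -100% = no-enzyme wells; nearly all actives have a fitted effect of over 25% in size; some results filed as inactive show a strong effect at the top dose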
Target sequence (P00811 whole entry, looked up): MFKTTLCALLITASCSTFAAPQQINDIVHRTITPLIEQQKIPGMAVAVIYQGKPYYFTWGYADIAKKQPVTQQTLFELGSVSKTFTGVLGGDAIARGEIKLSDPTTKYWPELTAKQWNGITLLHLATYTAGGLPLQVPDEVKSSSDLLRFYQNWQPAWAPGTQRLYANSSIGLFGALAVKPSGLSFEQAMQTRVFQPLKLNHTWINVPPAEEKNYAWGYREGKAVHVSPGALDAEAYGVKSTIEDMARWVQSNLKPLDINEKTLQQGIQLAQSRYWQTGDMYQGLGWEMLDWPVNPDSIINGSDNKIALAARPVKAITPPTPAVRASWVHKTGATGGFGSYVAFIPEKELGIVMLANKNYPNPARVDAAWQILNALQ
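AmpC (5.3 nM in the dispensed reagent) in 20 mM phosphate pH 7.0 with 0.01% (detergent screen) or 0.0001% Triton X-100 was preincubated with compounds for 15 min at room temperature. Nitrocefin was then added from an 800 uM solution, and hydrolysis was followed at 480 nm.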
HCMV inh: qHTS Assay for inhibitors of the human cytomegalovirus (HCMV); hit rate 4.5% among 410,000; AID 1259415, 2018; activity change, negative = inhibition, % at 57.5 µM; HFF cells, HCMV-luciferase reporter, 72 h; hits give low values; in the data active = activity change below about -60%; inconclusive = no clear call, values can overlap the other calls; inactive = above about -39%; also: % is scaled to controls: 0 for no effect and ±100 for the full control effect
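Two compound doses tested in HFFs infected with HCMV-luciferase, MOI 1 PFU/cell, 72 h at 37C. Lysate luminescence read with OneGlo; data normalized against buffer-only and 10uM Salinomycin inhibitor controls.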
AmpC inh no detg: qHTS Inhibitors of AmpC Beta-Lactamase (assay without detergent). AID 485341, 2010. P00811. hit rate 0.52% among 330,000. AmpC nitrocefin hydrolysis, absorbance 480 nm, 0.0001% Triton. Potency, µM (highest dose often 57.1 µM), without a hit: top-dose activity change, negative = inhibition, usual class: inhibitors;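 also: potency is read from the fitted curve at half-maximal effect; plate controls were no compound for no effect and no enzyme for full effect; nearly all actives have a fitted effect of over 20% in size; some results filed as inactive show a strong effect at the top dose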
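20 mM phosphate pH 7.0 + 0.01% (detergent screen) or 0.0001% Triton X-100; 5.3 nM AmpC reagent; cpd preinc 15 min RT; nitrocefin (800 uM stock) to start; A480 q20 s × 4 min; Activity was normalised to no-enzyme and no-compound control wells.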
Numbers without * were called inactive; u = inconclusive; x = not tested or not shown; & = joins results of further samples; [ ] = remark or other dose. Unless noted, calls follow the shape of the dose curve; as a rule, active = well fitted curve in the direction sought with a large enough effect; inconclusive = small, poorly fitted or top-dose-only effect, or another doubt; inactive = no such curve, though single readings can be large; an effect the other way counts as inactive or inconclusive.

The line under a structure holds: Shiga toxin inh	Cycloheximide cs	Giardia FBPA inh	AMA1-RON2 inh	AmpC detergent	HCMV inh	AmpC inh no detg
> C#CCOCCOCCOCCNc1nc(N2CCN(C(=O)[C@H]([C@@H](C)CC)n3cc([C@@H](N)CO)nn3)CC2)nc(N2CCN(C(=O)[C@H]([C@@H](C)CC)n3cc([C@@H](N)Cc4ccc(O)cc4)nn3)CC2)n1
  -9	5	-5%	5%	6%	x	211%[activator]
> CCOC(=O)C1CCCN(C(=O)CCc2nc3sc4c(c3c(=O)[nH]2)CCCC4)C1 (stereo not given)
  x	x	x	3%	3%	17	40%
> COc1ccc(CCN2CC(C(=O)OCC(=O)N(C)Cc3ccccc3)CC2=O)cc1OC (stereo not given)
  x	x	x	-1%[11.6 µM]	-6%	16	111%[activator]
> CCCCN(CC)CCNC(=O)C1CCN(S(=O)(=O)c2cccc3nsnc23)CC1
  -6	3	4%	-4%	-3%&1%	-29&-5	2%
> Nc1nc(CN2CCc3ccccc3C2)nc(Nc2ccccc2)n1
  9	0	-22%	-15%	-11%	32	-2%
> COc1ccc2nc(COC(=O)c3ccco3)c(C(C)=O)[n+]([O-])c2c1
  -8	-2	2%	-5%	u	-14	-8%
> CC1CCN(S(=O)(=O)c2ccc3c(c2)NC(=O)CS3)CC1
  -6	-3	1%	17%	-11%	0	-34%
> CCN(CC)S(=O)(=O)c1ccc(C(=O)NCCCN=C2NS(=O)(=O)c3ccccc32)cc1
  -9	-1	8%	-14%	0%	-10	-13%
> C=CCNC(=O)c1c(C(F)(F)F)nn(C)c1Cl
  -6	-4	3%	4%	u	12	-17%
> COc1ccc2c(c1)-c1c(ssc1=S)C(C)(C)N2C(=O)CSC1=NCCS1
  -10	-2	2%	u	2%	-80*	u
> COc1ccc(NC(=O)c2cc(-c3ccco3)on2)cc1OC
  28	17	12%	3%	-7%	-3	-4%
> Cc1cc2cc(CNC(=S)Nc3ccc(OC(F)F)cc3)ccc2[nH]1
  -4	-3	-2%	82%[activator]	-10%	8	u
> COC(=O)NC1CSCC1OC(=O)c1ccc(Br)cc1 (stereo not given)
  0	-2	3%	-8%	-14%	-2	-18%
> COc1ccc(NC(=O)O/N=C2/CCCc3ccc(OC)cc32)cc1
  57	11	-18%	-12%	6%	-73*	-29%
> CC(O)(C#CCN1CCCC1)c1ccccc1 (stereo not given)
  -11	-4	0%	-1%	-13%	-2	-10%

Record cards, from the list above:
Profile of Cc1cc2cc(CNC(=S)Nc3ccc(OC(F)F)cc3)ccc2[nH]1 = Shiga toxin inh = -4; Cycloheximide cs = -3; Giardia FBPA inh = -2%; AMA1-RON2 inh = 82%[activator]; AmpC detergent = -10%; HCMV inh = 8; AmpC inh no detg = u
Profile of COc1ccc(NC(=O)O/N=C2/CCCc3ccc(OC)cc32)cc1 = Shiga toxin inh = 57; Cycloheximide cs = 11; Giardia FBPA inh = -18%; AMA1-RON2 inh = -12%; AmpC detergent = 6%; HCMV inh = -73*; AmpC inh no detg = -29%

Remaining list, next part
The line under a structure holds: Shiga toxin inh	Cycloheximide cs	Giardia FBPA inh	AMA1-RON2 inh	AmpC detergent	HCMV inh	AmpC inh no detg
> C[C@H](CO)N1C[C@H](C)[C@@H](CN(C)S(=O)(=O)c2ccccc2)Oc2c(NC(=O)NC3CCCCC3)cccc2C1=O
  x	x	x	-9%	x	7	278%[activator]
> COc1cc(C(=O)OCC(=O)N(CC(C)C)C2CCS(=O)(=O)C2)cc(OC)c1C (stereo not given)
  x	x	x	3%	0%	-10	-1%
> O=C(NCCN1C(=O)S/C(=C\c2ccc(Cl)cc2Cl)C1=O)C1=COCCO1
  x	x	x	-12%	0%	-18	-9%
> CC(C)(C)C(=O)NC(=O)Nc1ccccc1C(F)(F)F
  20	11*	4%	-11%	-13%	-31	-11%
> OC(COc1ccc(OCC(O)CN2CCCCC2)cc1)CN1CCCCC1 (stereo not given)
  x	-1	8%	40%[activator]	u	30	-21%
> CSc1cc(CS(=O)(=O)c2ccccc2)nc(-c2ccccc2)n1
  -1	-2	x	-3%	u	-32	-30%
> COC(=O)Cc1c(C)c2ccc(O)c(CNCc3ccc(OC)c(OC)c3)c2oc1=O
  1	6	-8%	-1%	-2%	2	-16%
> COCCNC(=O)CSc1nc2cc(OC)c(OC)cc2c(=O)n1CCc1ccc(S(N)(=O)=O)cc1
  16	-5	1%	-6%	3%	-13	6%
> O=C(Nc1cccc(C(F)(F)F)c1)C1=CC=CN2CCS(=O)(=O)N=C12
  x	x	x	1%	0%	-31	-6%
> COC(=O)C1=C(C(=O)c2ccccc2)C(c2cccs2)n2nnnc2N1 (stereo not given)
  -3	-1	1%	0%	-2%	-3	-16%
> CN(C)c1ccc(NC(=O)CSc2nc3ccccc3c(=O)n2CC2CCCO2)cc1 (stereo not given)
  -7	-5	1%	-20%	-12%	u	-15%
> O=C(Nc1ccc2c(c1)OCCO2)c1ccc(Cl)c(S(=O)(=O)N2CCOCC2)c1
  66*	42*	0%	2%	u	-30	-13%
> COc1ccc(C(=O)N/C(=C\c2cn(C)c3ccccc23)C(=O)NCCCn2ccnc2)cc1OC
  6	2	x	-11%	2%	-13	97%[activator]
> CCN(CC)CCCN=C(N)N
  -16	-1	1%	2%	2%	22	-17%
> Cc1cc(-c2ccccc2)nc(N(C)C)c1S(C)(=O)=O
  -11	1	3%	-1%	-3%	-18	12%

The line under a structure holds: Shiga toxin inh	Cycloheximide cs	Giardia FBPA inh	AMA1-RON2 inh	AmpC detergent	HCMV inh	AmpC inh no detg
> Cc1cccc(C)c1NCc1nnc(SCC(=O)Nc2nc(-c3ccccc3)cs2)n1-c1ccccc1
  -6	-1	3%	4%	u	-32	-16%
> COc1ccc(C)cc1S(=O)(=O)n1cnc2ccccc21
  -6	-2	2%	10%	-1%	19	-16%
> O=C(O)c1ccccc1Sc1ncnc2sccc12
  20	1	9%	-19%	-5%	0	-25%
> CS(=O)(=O)N(Cc1ccc(C(=O)Nc2ccccc2Sc2ccccc2)cc1)c1ccccc1
  -13	-2	2%	-19%	-5%	-34	-21%
> Cc1nnc(NCCO)c2ccccc12
  10	4	1%	5%	-13%	-32	-14%
> O=S(=O)(c1cccc(-c2csc(-c3cccnc3)n2)c1)N1CCCCC1
  -3	4	7%	-4%	-5%	-69*	14%
> O=C(CCS(=O)(=O)c1ccccc1)OCC(=O)N1CCN(S(=O)(=O)c2ccc(Cl)cc2)CC1
  x	x	x	-5%	-4%	0	38%
> Brc1ccc(CSc2nnc3ccccn23)cc1
  50*	26*	2%	12%	-13%	40	0%[11.4 µM]
> COc1ccc(OC)c(C2C(C(C)=O)=C(O)C(=O)N2c2ccc(F)cc2)c1 (stereo not given)
  -10	-3	2%	-16%	-21%	16	-15%
> CCOc1ccc2cc(S(=O)(=O)N3CCOCC3)ccc2c1
  5	-1	2%	-5%	-2%	-30	0.4µM*
> CCn1nnc(-c2ccccc2NC(=O)c2cc(OC)c(OC)c(OC)c2)n1
  2	-2	4%	3%	u	11	-1%
> COc1ccc(-c2nn(C)c(=O)c3ccccc23)cc1CNC(=O)C1CCCCC1
  -11	-3	4%	13%	-12%	3	114%[activator]
> CC(C)(O[C@@H]1O[C@H](CO)[C@@H](O)[C@H](O)[C@H]1O)[C@@H]1CC=C(C(=O)O)CC1
  x	x	x	-6%	8%	-7	-3%
> O=C(COC(=O)c1cnccn1)c1ccc(Br)cc1
  27	-2	0%	15%	-18%	60	-17%
> Cc1ccc(S(=O)(=O)NC2=NCN(CC(=O)O)CN2)cc1
  -8	-3	-4%	8%	4%	11	-8%

Three compounds drawn at random from those above:
The line under a structure holds: Shiga toxin inh	Cycloheximide cs	Giardia FBPA inh	AMA1-RON2 inh	AmpC detergent	HCMV inh	AmpC inh no detg
> COc1cc(C(=O)OCC(=O)N(CC(C)C)C2CCS(=O)(=O)C2)cc(OC)c1C (stereo not given)
  x	x	x	3%	0%	-10	-1%
> COC(=O)Cc1c(C)c2ccc(O)c(CNCc3ccc(OC)c(OC)c3)c2oc1=O
  1	6	-8%	-1%	-2%	2	-16%
> CS(=O)(=O)N(Cc1ccc(C(=O)Nc2ccccc2Sc2ccccc2)cc1)c1ccccc1
  -13	-2	2%	-19%	-5%	-34	-21%

The results go on:
The line under a structure holds: Shiga toxin inh	Cycloheximide cs	Giardia FBPA inh	AMA1-RON2 inh	AmpC detergent	HCMV inh	AmpC inh no detg
> O=c1nccc(SCc2ccc(Cl)cc2Cl)[nH]1
  -11	0	-8%	-4%	-16%	u	-10%
> O=C1Nc2ccccc2/C1=C\c1cccn1-c1ccc(OC(F)(F)F)cc1
  -4	7	-17%	u	-13%	-22	-41%
> COc1ccc(OCC(=O)Nc2ccc(NC(=O)c3cccs3)cc2)cc1
  26	8	-3%	-18%	0%	-13	-30%
> CC(=O)Nc1ccc(S(=O)(=O)Nc2nccs2)cc1
  -2	-3	u	3%	-3%	-4	-13%
> Cc1ccc(C(=O)NCCCN2CCOCC2)o1
  15	-2	3%	8%	1%	12	-25%
> Cc1nccn1S(=O)(=O)c1cc([N+](=O)[O-])ccc1Cl
  16	-4	-14%	0%	2%	-13	-2%
> C[C@@H]1C(=O)O[C@@H]2CC34[C@H]5C[C@@H](C(C)(C)C)C36[C@H](OC(=O)[C@@H]6O)OC4(C(=O)O5)[C@@]12O (stereo not given in full)
  14	-4	-1%	4%	-6%	u	-31%
> CCOC(=O)C1C2C=CC3(CN(Cc4ccco4)C(=O)C13)O2 (stereo not given)
  16	-1	3%	17%	-15%	9	-1%
> Cc1ccc(C(=O)N/C(=C/c2ccc(N(C)C)cc2)C(=O)NCC2CCCO2)cc1 (stereo not given)
  -8	-2	12%	-21%	-13%	-14	7%
> CC(=O)c1c(C)[nH]c(C(=O)Nc2c(C)n(C)n(-c3ccccc3)c2=O)c1C
  -8	1	-6%	33%[activator]	-1%	82	-6%
> CCn1c(SCC(=O)N(C)C2CCCCC2)nc2cc(S(N)(=O)=O)ccc21
  x	x	x	-1%	-12%	7	-11%
> CCCc1cc(=O)[nH]c(Nc2ccc(Cl)cc2)n1
  0	11	1%	13%	-6%	-28	-42%
